# SKKanGAS inh: S. pyogenes SKKanGAS growth inhibitors in kanamycin, primary screen, streptokinase expression inhibitor project, SKKanGAS strain, BacTiter-Glo luminescence. inhibition, % at 7.5 µM. 300,000 compounds, 1.3% hits. 6 h;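 active = mean replicate score, as percent of positive control median, at least 50; inconclusive = mean below 50 but one replicate at or above 50; inactive = mean and every replicate below 50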;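 also: strain carries kanamycin resistance gene driven by streptokinase promoter and grows in 40 µg/ml kanamycin; loss of luminescence reflects streptokinase promoter inhibition or plain growth inhibition; 0% = median of DMSO wells and 100% = positive control at its reference dose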
# TRPC4 potent: positive allosteric modulators of TRPC4, primary screen, cell-based, mouse TRPC4beta, HEK293 mu-opioid, Fluo-4 calcium; 310,000 compounds, 0.42% hits; Short transient receptor potential channel 4 (Mus musculus), Q9QUQ5; AID 2227, 2009; B-score at 10 µM; DAMGO EC20, Fluo-4 Ca2+ flux; active compounds read high;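 active = B-score of calcium response area above 5 SD of library B-scores, with initial fluorescence ratio within 5 SD of library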;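 also: B-score of integrated fluorescence ratio over time as area under calcium response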
# MrgX1 antagonist: antagonists of human MrgX1 receptor, primary screen, HEK293 cells, Fluo-4 calcium flux; B-score at 10 µM; Mas-related G-protein coupled receptor member X1 (Homo sapiens), Q96LB2; BAM8-22 antagonism; active compounds read low; 310,000 compounds, 1.3% hits; AID 588676, 2011;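 active = calcium-response B-score plate-corrected more than 3 library SD below zero, starting fluorescence within 5 deviations, no agonist response on first addition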;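 also: peak minus trough fluorescence over baseline after final BAM8-22 challenge near maximal dose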
# Target sequence (Q96LB2 whole entry, looked up): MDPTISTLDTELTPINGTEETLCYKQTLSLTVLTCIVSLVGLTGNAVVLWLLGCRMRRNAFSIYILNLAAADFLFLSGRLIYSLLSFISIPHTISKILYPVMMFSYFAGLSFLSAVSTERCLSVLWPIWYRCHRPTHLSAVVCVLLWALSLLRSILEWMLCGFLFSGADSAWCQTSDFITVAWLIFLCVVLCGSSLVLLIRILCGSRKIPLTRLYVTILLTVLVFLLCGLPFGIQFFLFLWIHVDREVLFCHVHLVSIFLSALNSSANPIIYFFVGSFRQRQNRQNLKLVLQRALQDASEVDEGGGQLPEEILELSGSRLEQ
# TMEM16A inh: TMEM16A chloride channel inhibitors, primary screen, cell-based, HTS. normalized B-score (activity score, 25-100; higher = stronger inhibition) at 10 µM. Anoctamin-1 (Mus musculus), Q8BHY3. HEK293 TMEM16A/YFP iodide influx fluorescence, ionomycin. 310,000 compounds, 1.2% hits;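 active = ratio plate-corrected score three or more library SD toward inhibition, starting fluorescence score within five deviations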;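 also: score derived from kinetic fluorescence span divided by baseline fluorescence per well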
# TRPC6 inh: mouse TRPC6 channel inhibitors, primary screen, cell-based, HEK293, membrane potential dye | ACh-evoked depolarization; active compounds read low | AID 2553, 2010 | B-score at 10 µM | Short transient receptor potential channel 6 (Mus musculus), Q61143 | 310,000 compounds, 1.1% hits;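 active = B-score under library mean minus 3 SD, initial fluorescence not abnormally high, positive integrated signal ratio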;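 also: B-score derived from integrated fluorescence ratio over the kinetic read; more negative B-score means stronger inhibition of depolarization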
# TRPC4 inh: inhibitors of mouse TRPC4 channel, primary screen, Fluo4 calcium, HEK293 TRPC4beta/mu-opioid cells; 300,000 compounds, 0.39% hits; DAMGO-evoked Fluo4 calcium flux; active compounds read low; AID 2247, 2010; B-score at 10 µM; Short transient receptor potential channel 4 (Mus musculus), Q9QUQ5;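 active = B-score over 3 SD under the library average, no early fluorescence shift, positive overall ratio signal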
#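 System: stable TRPC4beta/mu-opioid receptor HEK293 cells; Dosing: single-point compound dosing; Measured by: Fluo4 Ca2+ flux fluorescence; Read-out basis: per-well B score of integrated baseline-normalized Fluo4 ratio.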
# TRPC4 act: activators of mouse TRPC4 channel, primary screen, Fluo4 calcium, HEK293 TRPC4beta/mu-opioid cells | Fluo4 calcium fluorescence; active compounds read high | 310,000 compounds, 0.49% hits | Short transient receptor potential channel 4 (Mus musculus), Q9QUQ5 | B-score at 10 µM;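 active = B-score above 5 SD of library B-scores, and initial fluorescence ratio not above library mean plus 5 SD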;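 also: positive B-score marks a calcium rise read as TRPC4 activation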
#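 Assay system – TRPC4beta and mu-opioid receptor HEK293 stable cells · Measured by – Fluo4 fluorescence, kinetic · Schedule – dye loading 45 min room temperature, 110 s kinetic read · Read-out – B-scored integrated calcium fluorescence ratio · Controls – buffer and maximal DAMGO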
# MrgX1 allo act: positive allosteric modulators of MrgX1, primary screen, HEK293 cells, Fluo-4 calcium flux; Mas-related G-protein coupled receptor member X1 (Homo sapiens), Q96LB2; FDSS; active compounds read high; B-score at 10 µM; 310,000 compounds, 0.63% hits; AID 588675, 2011;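 active = plate-corrected calcium response at least 3 library SD above typical, normal starting fluorescence, not activating the receptor alone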;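 also: compound read alongside a low EC10 to EC30 dose of BAM8-22 agonist; peak minus trough fluorescence over baseline measured at the second addition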
# ANO1 activ: TMEM16A chloride channel activators or potentiators, primary screen, cell-based, HTS; Anoctamin-1 (Mus musculus), Q8BHY3; 340,000 compounds, 0.3% hits; B-score at 10 µM; HEK293 TMEM16A/YFP-H148Q/I152L, iodide quench fluorescence; active compounds read low; AID 623877, 2012;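 active = fluorescence-ratio B-score plate-corrected deviation score at least 3 library SD below zero, with starting fluorescence score within 5 deviations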;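 also: channel opened by trigger with iodide after compound preincubation; score built on the fluorescence ratio of max minus min over baseline; more negative score means more quench and so TMEM16A activation or potentiation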
# MrgX1 ag: agonists of human MrgX1 receptor, primary screen, HEK293 cells, Fluo-4 calcium flux | Mas-related G-protein coupled receptor member X1 (Homo sapiens), Q96LB2 | Fluo-4 calcium fluorescence, agonist mode; active compounds read high | B-score at 10 µM | 310,000 compounds, 0.44% hits | AID 588627, 2011;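 active = calcium response B-score plate-corrected fluorescence ratio at least 3 library SD, with starting fluorescence B-score inside 5 SD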
#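 times = overnight plating, then 30 min 37 °C plus 30 min room-temperature dye loading | assay system = stable human MrgX1 HEK293 cell line | input = fifteen thousand cells per well | signal = kinetic calcium dye fluorescence, Fluo-4 NW | dosing = compound delivered in addition one of three | read-out = B-scored fluorescence response ratio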
# TRPC6 act: mouse TRPC6 channel activators, primary screen, cell-based, HEK293, membrane potential dye | B-score at 10 µM | HEK293-TRPC6 membrane potential dye fluorescence; active compounds read high | Short transient receptor potential channel 6 (Mus musculus), Q61143 | 310,000 compounds, 0.13% hits;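 active = B-score of the integrated fluorescence ratio above library mean plus 3 SD, and starting fluorescence ratio within library mean plus 5 SD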;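 also: higher score means more depolarization so channel activation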
# Numbers without * were called inactive; i = inactive; u = inconclusive; x = not tested or not shown.
SMILES,SKKanGAS inh,TRPC4 potent,MrgX1 antagonist,TMEM16A inh,TRPC6 inh,TRPC4 inh,TRPC4 act,MrgX1 allo act,ANO1 activ,MrgX1 ag,TRPC6 act
Cc1ccc(C(=O)N/C(=C\c2cccs2)C(=O)N2CCCCCC2)cc1,4,i,i,i,i,i,i,i,i,i,i
O=C(NCCCSc1ccccc1)c1cccnc1,-3,i,i,i,i,i,i,i,i,i,i
O=C(COc1cccc(NC(=O)c2ccccc2)c1)c1ccccc1,-19,i,i,i,i,i,i,i,i,i,i
Cc1c(Cl)cccc1N1CC(C(=O)Nc2nccs2)CC1=O (centres undefined),4,i,i,i,i,i,i,i,i,i,i
COCCNC(=O)c1c(N)n(-c2cccc(C)c2)c2nc3ccccc3nc12,29,i,i,i,i,i,i,i,i,i,i
Cc1ccc(-c2nc(NC(=O)CSc3ccc4ccccc4n3)ns2)cc1,-5,i,i,i,i,i,i,i,i,i,i
O=C(c1ccccc1)C1CCN(C(=O)Nc2ccccc2)CC1,1,i,i,i,i,i,i,i,i,i,i
CCc1ccc(NC(=O)C2(C)Cc3ccccc3C(=O)O2)cc1 (centres undefined),1,i,i,i,i,i,i,i,i,i,i
CCOCCOC(=O)COc1ccc2c(-c3ccccc3)cc(=O)oc2c1,11,i,i,i,i,i,i,i,i,i,i
CCOC(=O)C1CCN(S(=O)(=O)c2cc(Cl)c(C)cc2OC)CC1,0,i,i,i,i,i,i,i,i,i,i
O=C(C1CCCCC1)N1CCN(c2ccnc3cc(Cl)ccc23)CC1,4,i,-12*,25*,i,i,i,i,i,i,i
Cc1ccccc1-n1c(SCc2cc(=O)n3ccccc3n2)nc2[nH]ncc2c1=O,3,i,i,i,i,x,i,i,i,i,i
COc1ccc(Cc2nnc(SCC(=O)c3ccc4c(c3)NC(=O)CO4)o2)cc1,-1,i,i,i,i,i,i,i,i,i,i
COc1cccc(C2C(C(=O)c3sc(C)nc3C)=C(O)C(=O)N2CCN2CCOCC2)c1 (centres undefined),-2,i,i,i,i,i,i,i,i,i,i
CNc1c(N=Cc2cccnc2)c(=O)n(C)c(=O)n1C,-6,i,i,i,i,i,i,i,i,i,i
CCOc1ccccc1N1CCN(C(=O)CC(C)(C)C)CC1,13,i,i,i,i,i,i,i,i,i,i
O=C(NCCNC(=O)c1ccccn1)c1ccc(F)cc1,-4,i,i,i,i,i,i,i,i,i,i
Cc1ccnc2nc(C(=O)NCc3ccccc3)nn12,1,i,i,i,i,i,i,i,i,i,i
Oc1[nH]c2ccc(Br)cc2c1N=NC(=S)Nc1ccc(F)cc1,109*,i,i,i,i,i,i,i,i,i,i
Cn1c(=O)c2cn(-c3ccccc3)cc2n(C)c1=O,3,i,i,i,i,i,i,i,i,i,i
COc1ccc(C(=O)NC2CCN(Cc3c(F)cccc3Cl)CC2)cc1OC,-5,i,i,i,i,i,i,i,i,i,i
O=C(NC1CCN(CC(=O)N(c2ccccc2)c2ccccc2)CC1)c1ccc([N+](=O)[O-])cc1,-4,i,i,i,i,i,i,i,i,i,i
CC1(C)NC(C)(C)c2nonc2/C1=N\O,-8,i,i,i,i,i,i,i,i,i,i
O=[N+]([O-])c1ccc2ccn(C3OCC(O)C(O)C3O)c2c1 (centres undefined),x,i,i,i,i,i,i,i,i,i,i
CCCc1cc(=O)n2[nH]c(NCc3c(Cl)cccc3Cl)nc2n1,5,i,i,i,i,i,i,i,i,i,i
# Later entries
SMILES,SKKanGAS inh,TRPC4 potent,MrgX1 antagonist,TMEM16A inh,TRPC6 inh,TRPC4 inh,TRPC4 act,MrgX1 allo act,ANO1 activ,MrgX1 ag,TRPC6 act
CC1=NN(c2ccccc2)C(=O)C1N=Nc1ccc(N)cc1 (centres undefined),10,i,i,i,i,i,i,i,i,i,i
Cc1ccc(C(=O)N(CCC2=CCCCC2)c2c(N)n(Cc3ccccc3)c(=O)[nH]c2=O)o1,-13,i,i,i,i,i,i,i,i,i,i
CC1=C[C@H]2OC(=O)[C@@H](C)[C@H]2C[C@@H]2[C@H]1C[C@@H](O)[C@@]2(C)O,8,i,i,i,i,i,i,i,i,i,i
Cc1ccc(COc2coc(CO)cc2=O)cc1,0,i,i,i,i,i,i,i,i,i,i
CC/C(CC(C)(C)c1ccccc1)=N\O,-2,i,i,i,i,i,i,i,i,i,i
N#CC(C(=O)NC1CCCCC1)c1nc2ccccc2nc1N1CCN(c2ccc(F)cc2)CC1 (centres undefined),2,i,x,x,i,i,i,x,x,x,i
COc1ccc(-c2nnc(SCc3cccc(C)c3)n2N)cc1,7,i,i,i,i,i,i,i,i,i,i
COc1ccc(C2Nc3ccccc3C(=O)N2Cc2ccco2)cc1COc1ccccc1F (centres undefined),13,i,i,i,i,i,i,i,i,i,i
Cc1ccc(CN2CCNC(=O)C2CC(=O)NC2CCCCCC2)cc1 (centres undefined),0,i,i,i,i,i,i,i,i,i,i
COc1ccc(OC)c(NS(=O)(=O)c2c(C(=O)N3CCCCCC3)c(C)n(C)c2C)c1,1,i,i,i,i,i,i,i,i,i,i
C/C(=N\NC(=S)NC1CCCCC1)c1ccc(OC(F)F)cc1OC(F)F,30,i,i,i,i,i,i,i,i,i,i
O=C(NCCCc1ccccc1)C1CCN(S(=O)(=O)c2ccc(F)cc2)CC1,-1,i,i,i,i,i,i,i,i,i,i
Cc1ccc(C(=O)N/C(=C\c2cn(C)c3ccccc23)C(=O)NCCN2CCOCC2)cc1,-1,i,i,i,i,i,i,i,i,i,i
CS(=O)(=O)NCCOc1ccc(S(=O)(=O)NCCOc2ccccc2)cc1,0,i,i,i,i,i,i,i,i,i,i
CC(=O)Nc1ccc(S(=O)(=O)NCc2ccccn2)cc1,-5,i,i,i,i,i,i,i,i,i,i
Cc1ccc(CNC(=O)[C@@H](NC(=O)C2CCN(C(=O)[C@@H]3CCCN3)CC2)C(C)C)cc1,0,i,i,i,i,i,i,i,i,i,i
COc1ccc(N2CCN(C(=O)COC(=O)c3cc(S(=O)(=O)N(C)C)ccc3N3CCCC3)CC2)cc1,-13,i,i,i,i,i,i,i,i,i,i
CCn1c(=O)n(CC)c2cc(S(N)(=O)=O)ccc21,-6,i,i,i,i,i,i,i,i,i,i
COc1cc(OC)c(NC(=O)c2ccc3c(SCC(=O)O)c4c(nc3c2)CCCC4)cc1Cl,37,i,i,i,i,i,i,i,i,i,i
Cc1ccccc1C(=O)NC1CCN(C(=O)Nc2ccc(F)cc2)CC1,-7,i,i,i,i,i,i,i,i,i,i
Nc1cc(=O)[nH]c(SCC(=O)Nc2ccc(Cl)c(Cl)c2)n1,1,i,i,i,i,i,i,i,i,i,i
CCN(CC)S(=O)(=O)c1ccc(C(=O)/C=C/c2ccc(-c3ccc([N+](=O)[O-])cc3)o2)cc1,10,i,i,i,i,i,i,i,i,i,i
CSc1nc2sc3c(c2c(=O)n1C)CCCC3,3,i,i,i,i,i,i,i,i,i,i
Nc1c(C(=O)Nc2cccc(F)c2)nnn1-c1cccc(C(F)(F)F)c1,11,i,i,i,i,i,i,i,i,i,i
CC1CCC2(CC1)Nc1ccccc1C(=O)N2c1ccccc1 (centres undefined),26,i,i,i,i,i,i,i,i,i,i
# (continued)
SMILES,SKKanGAS inh,TRPC4 potent,MrgX1 antagonist,TMEM16A inh,TRPC6 inh,TRPC4 inh,TRPC4 act,MrgX1 allo act,ANO1 activ,MrgX1 ag,TRPC6 act
O=C(Nc1ccc(C(=O)N2CCOCC2)cc1)c1cccc([N+](=O)[O-])c1,-1,i,i,i,i,i,i,i,i,i,i
Cc1cccc(C(=O)c2cnc3ccccc3c2-c2ccccc2)c1,33,i,i,i,i,i,i,i,i,i,i
CCS(=O)(=O)NCC(c1ccco1)N1CCN(c2ccccc2F)CC1 (centres undefined),-4,i,i,i,i,i,i,i,i,i,i
CC1CCN(C(=O)CSc2nnc(CNC(=O)c3c(F)cccc3F)o2)CC1,u,i,i,i,i,i,i,i,i,i,i
O=C(C1=C[C@H](c2ccc(Br)cc2)C[C@H](OCCCCO)O1)N1CCN(Cc2ccc3c(c2)OCO3)CC1,2,i,i,i,i,i,i,i,i,i,i
CC1N(C)c2cc(NC(=O)c3ccco3)ccc2C1(C)C (centres undefined),9,i,i,i,i,i,i,i,i,i,i
Cc1ccc(N(CC(=O)NC(C)C)C(=O)CCC(=O)Nc2nccs2)cc1C,4,i,i,i,i,i,i,i,i,i,i
O=C(NCc1ccccn1)c1cccc(S(=O)(=O)NCc2ccccc2)c1,-6,i,i,i,i,i,i,i,i,i,i
CCC(=O)Nc1c(-c2ccccc2Cl)c(=O)c2ccccc2n1C,-4,i,i,i,i,i,i,i,i,i,i
COc1ccc(Br)cc1C(=O)O,3,i,i,i,i,i,i,i,i,i,i
N#Cc1cn(-c2ccccc2)nc1C(=O)c1ccccc1,-1,i,i,i,i,i,i,i,i,i,i
N#CCSc1nc(Nc2ccc3c(c2)OCO3)c2ccccc2n1,-4,i,i,i,i,i,i,i,i,i,i
Cc1cc(Cl)c(OCCOCCN2CCNCC2)c(Cl)c1,-6,i,i,i,i,i,62*,i,i,i,i
O=[N+]([O-])c1cc(Cl)ccc1N1CCCCC1,-19,i,i,i,i,i,i,i,i,i,i
O=C1c2ccccc2C(=O)N1OS(=O)(=O)c1ccccc1,-7,i,i,i,i,i,i,i,x,i,i
CCOC(=O)c1ccc2[nH]c3ccccc3c2c1,-9,i,i,i,i,i,i,i,i,i,i

# Screening results from PubChem.
